ERG Ets-DNA blk = qHTS for Small Molecule Inhibitors of the ERG Ets/DNA interaction; fluorescence polarization, His-ERG Ets domain / labelled DNA; Transcriptional regulator ERG (Homo sapiens), P11308; Potency, µM (top dose mostly 76.9 µM), inactives show at the highest dose FP activity, negative = inhibition, actives largely listed as inhibitors; 370,000 compounds, 0.028% hits; active = well fitted inhibition curve with a large enough effect in the polarisation, with a control signal flat; inconclusive = small, poorly fitted or top-dose-only effect, or effect the other way, or a change in a side signal; inactive = no such curve, though single readings can be large or run the other way; the % refers to the polarisation;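 also: polarization taken with two DNA probes labelled with fluorescein and Texas red; potency is read from the fitted curve at half-maximal effect; % of control where 0% means no effect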
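His-tagged ERG Ets domain (1 uM in the protein solution; 300mM KCl, 50mM Tris-HCl, 1mM EDTA, 1mM DTT, pH 7.5) received compound, then a probe mix of 5 nM fluorescein-DNA and 100nM Texas-615-DNA. Fluorescence polarization was read for both dyes.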
BLM inh = qHTS Assay for Inhibitors of Bloom's syndrome helicase (BLM); recombinant BLM DNA unwinding, fluorescence dequenching; 350,000 compounds, 0.2% hits; Potency, µM (top dose mostly 56.1 µM), for inactives: at the top dose activity change, negative = inhibition, most hits filed as inhibitors;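 also: potency is read from the fitted curve at half-maximal effect; plate controls were vehicle for no effect and no enzyme for full effect; nearly all actives have a fitted effect of over 35% in size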
Pol iota inh = qHTS for Inhibitors of Polymerase Iota; DNA polymerase iota (Homo sapiens), Q9UNA4; Pol iota fluorescent replication assay, 10 min; Potency, µM (titrated, usually from 115 µM), for inactives: at the highest dose activity, negative = inhibition, actives largely listed as inhibitors; 390,000 compounds, 1% hits; also: potency is read from the fitted curve at half-maximal effect
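Pol iota at 10 nM preincubated 15 min with compounds at room temperature; reaction started with fluorescent substrate, 50 nM final. Fluorescence read kinetically at 0 and 10 min; buffer-only wells as negative control.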
Pol kappa inh = qHTS for Inhibitors of Polymerase Kappa | 400,000 compounds, 0.53% hits | AID 588579, 2011 | purified Pol kappa, fluorescent DNA synthesis assay, 10 min | Potency, µM (doses to about 107 µM), without a hit: top-dose activity, negative = inhibition, hits mostly inhibitors; also: potency is read from the fitted curve at half-maximal effect; % is scaled to controls: 0 for no effect and ±100 for the full control effect
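Enzyme at 10 nM met test compounds for 15 min at room temperature. Substrate addition (50 nM final) began the reaction, which was monitored by fluorescence at 0 and 10 min.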
TRHR ag = qHTS for Small Molecule Agonists and Allosteric Enhancers of Human TRH Receptor: Primary Screen for Agonists | Thyrotropin-releasing hormone receptor (Homo sapiens), P34981 | TRHR cells, calcium flux fluo-8, FDSS agonist mode | activation, % at 2 µM | 360,000 compounds, 0.18% hits; in the data active = activation above about 30%; also: 0% is about no effect
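Fluo-8-loaded TRHR cells; 10 s baseline, compound added, kinetic Ca2+ fluorescence read 1/s, agonist mode.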
Pol beta inh = qHTS Assay for Inhibitors of DNA Polymerase Beta; AID 485314, 2010; Pol beta primer extension/strand displacement, fluorescence kinetic; Potency, µM (titrated, usually from 114 µM), for inactives: at the highest dose activity change, negative = inhibition, usual class: inhibitors; 340,000 compounds, 1.3% hits; also: potency is read from the fitted curve at half-maximal effect; % is scaled to controls: 0 for no effect and ±100 for the full control effect
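Homogeneous kinetic assay of primer extension and strand displacement by 10 nM Pol beta, preincubated 15 min at room temperature with compound before 50 nM substrate (final) was added. Read at 0 and 10 min; four-parameter Hill fit.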
Anesthetic bind = qHTS Assay for Identification of Novel General Anesthetics | apoferritin/1-aminoanthracene competitive binding, fluorescence | Potency, µM (series often up to 77.5 µM), without a hit: at the highest dose activity change, negative = displacement, actives largely listed as inhibitors | 350,000 compounds, 0.074% hits | AID 485281, 2010; also: potency is read from the fitted curve at half-maximal effect; % is scaled to controls: 0 for no effect and ±100 for the full control effect; nearly all actives have a fitted effect of over 20% in size
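Read-out: endpoint 1-AMA fluorescence, excitation 380 nm and emission 535 nm, after compounds sit 10 min at room temperature with 10 uM horse-spleen apoferritin in 50% saturated 1-AMA/PBS. Values come from four-parameter Hill fits.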
12-LOX inh = Primary qHTS assay for inhibitors of human arachidonate 12S-lipoxygenase (ALOX12): Round 2; 580,000 compounds, 1.1% hits; AID 1671190, 2021; Polyunsaturated fatty acid lipoxygenase ALOX12 (Homo sapiens), P18054; purified 12hLO, xylenol orange hydroperoxide absorbance; Potency, µM (highest dose often 108 µM), without a hit: at the highest dose activity change, negative = inhibition, most hits filed as inhibitors; also: potency is read from the fitted curve at half-maximal effect; % is scaled to controls: 0 for no effect and ±100 for the full control effect
Target sequence (P18054 whole entry, looked up): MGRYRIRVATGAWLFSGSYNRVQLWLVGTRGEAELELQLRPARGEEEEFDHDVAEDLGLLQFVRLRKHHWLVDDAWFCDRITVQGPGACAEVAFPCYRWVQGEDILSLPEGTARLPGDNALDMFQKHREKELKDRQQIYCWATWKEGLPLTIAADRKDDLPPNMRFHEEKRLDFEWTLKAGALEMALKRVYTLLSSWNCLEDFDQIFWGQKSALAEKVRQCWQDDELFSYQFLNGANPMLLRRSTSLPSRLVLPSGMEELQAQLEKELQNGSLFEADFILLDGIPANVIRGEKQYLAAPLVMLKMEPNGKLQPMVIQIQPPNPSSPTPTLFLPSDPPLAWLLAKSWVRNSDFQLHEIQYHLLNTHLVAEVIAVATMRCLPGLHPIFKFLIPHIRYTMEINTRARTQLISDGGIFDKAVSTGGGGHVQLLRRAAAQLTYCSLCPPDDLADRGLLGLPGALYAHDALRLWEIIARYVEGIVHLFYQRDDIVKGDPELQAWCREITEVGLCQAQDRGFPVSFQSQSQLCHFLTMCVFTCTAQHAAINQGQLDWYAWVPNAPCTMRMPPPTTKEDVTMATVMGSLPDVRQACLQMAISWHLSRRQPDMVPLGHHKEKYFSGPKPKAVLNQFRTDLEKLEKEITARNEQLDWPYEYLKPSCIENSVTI
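Purified human 12hLO (150 nM final) in 25 mM Hepes, 0.01% Triton X-100, pH 7.0 was preincubated 15 min at room temperature with compound. Then 40 uM arachidonic acid was added, 30 min. Hydroperoxide was read by Fe-XO absorbance ratio 573/405 nm.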
APE1 inh = qHTS Assay for Inhibitors of the Human Apurinic/apyrimidinic Endonuclease 1 (APE1); DNA repair nuclease/redox regulator APEX1 (Homo sapiens), P27695; recombinant APE1, TAMRA/BHQ-2 abasic DNA cleavage fluorescence; Potency, µM (series often up to 65.8 µM), for the others: at the top dose activity change, negative = inhibition, hits mostly inhibitors; 350,000 compounds, 0.35% hits; AID 2517, 2012;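 also: potency is read from the fitted curve at half-maximal effect; plate controls were vehicle for no effect and reference inhibitor for full effect; nearly all actives have a fitted effect of over 55% in size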
Target sequence (P27695 whole entry, looked up): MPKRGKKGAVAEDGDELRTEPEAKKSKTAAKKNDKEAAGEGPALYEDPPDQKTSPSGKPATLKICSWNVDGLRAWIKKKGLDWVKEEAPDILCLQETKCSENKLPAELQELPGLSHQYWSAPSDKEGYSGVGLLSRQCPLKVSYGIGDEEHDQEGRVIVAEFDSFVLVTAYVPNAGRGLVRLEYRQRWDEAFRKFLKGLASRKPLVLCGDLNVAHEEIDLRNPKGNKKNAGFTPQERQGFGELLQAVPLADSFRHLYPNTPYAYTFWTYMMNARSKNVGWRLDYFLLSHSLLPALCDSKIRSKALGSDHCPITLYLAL
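Enzyme (0.75 nM final) and test compound are incubated 15 min at room temperature before adding 50 nM quenched THF abasic-site duplex. Cleavage dequenches TAMRA, followed at 525/598 nm over three reads one minute apart.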
* hit, by the source's call; ? = inconclusive; nt = no result given; [ ] = dose if it differs, or a comment. Unless noted, calls follow the shape of the dose curve; as a rule, active = well fitted curve in the direction sought with a large enough effect; inconclusive = small, poorly fitted or top-dose-only effect, or another doubt; inactive = no such curve, though single readings can be large; an effect the other way counts as inactive or inconclusive. Some of the compounds tested; rates above refer to the full screens.

SMILES	ERG Ets-DNA blk	BLM inh	Pol iota inh	Pol kappa inh	TRHR ag	Pol beta inh	Anesthetic bind	12-LOX inh	APE1 inh
CC(C)C1NC(=S)N(Cc2ccccc2)C1=O (stereo not given)	?	-3%	20%	-13%	1.2	20%	-22%	-8%	-1%
CCN(CC)S(=O)(=O)c1ccc2oc(C(=O)N3CCc4ccccc4C3)c(C)c2c1	-5%	-10%	-3%	0%	0.1	?	-5%	nt	-3%
O=[N+]([O-])c1cc(-c2nnc(N3CCOCC3)c3ccccc23)ccc1N1CCOCC1	9%	1%	-12%	13%	-0.7	0%	-17%	-12%	6%
O=C(CN(C(=O)c1ccccc1Cl)C1CCCCC1)Nc1ccc(Cl)c([N+](=O)[O-])c1	-3%	-10%	9%	-12%	nt	86%	-23%	-8%	2%
O=C(Nc1nnc(SCc2ccc(F)cc2)s1)C1Cc2ccccc2CN1C(=O)c1ccco1 (stereo not given)	4%	-17%	?	?	0.2	-34%	-23%	0%	-14%
CC(C)(C)c1ccc2c(c1)N(CC(=O)N1CCOCC1)C(=O)CO2	5%	0%	31%[activator]	-10%	0.0	1%	-7%	0%	6%
O=C(CSc1nc(Nc2ccccc2)nc(N2CCOCC2)n1)Nc1cccc([N+](=O)[O-])c1	-1%	-9%	23%	-6%	-0.5	0%	-16%	nt	1%
COc1cc(C)c(Br)cc1S(=O)(=O)NCc1ccccc1	nt	-7%	-9%	-9%[60.1 µM]	-0.1	8%	6%	9%	-2%
Cc1nc(NC(=O)c2ccco2)sc1C(=O)O	3%	0%	18%	-7%	0.6	22%	-8%	-3%	8%[12.4 µM]
CCCCCn1c(SCCOCC)nc2c1c(=O)[nH]c(=O)n2C	3%	2%	9%	-9%	-0.5	8%	-4%	-15%	-3%
CS(=O)(=O)N1CC2CCCN2c2cc(C(F)(F)F)ccc21 (stereo not given)	6%	-6%	38%[activator]	3%	-0.9	-7%	?	9%	-4%
CCOc1ccccc1NC(=O)C1=C(C)Nc2ncnn2C1c1ccc(NC(C)=O)cc1 (stereo not given)	-5%	3%	2%	-9%[60.1 µM]	0.3	0%	44%[activator]	-12%	nt
Cc1c(C(=O)N(C)C(C)c2ccncn2)oc2c(F)cccc12 (stereo not given)	3%	-1%	11%	-23%	0.0	6%	-12%	3%	7%
CCC(=O)N=c1sc2ccccc2n1-c1ccccc1	-4%[15.4 µM]	-9%	40%[activator]	-6%	1.1	0%	?	8%	2%
Cc1cccc(C)c1OCC(O)CN1CCCCC1 (stereo not given)	2%	-3%	-22%	-6%	-1.2	7%	0%	0%	-10%
O=C1/C(=C/c2ccsc2)N2CCC1CC2	2%	2%	-2%	-11%	-0.8	12%	?	23%	?
Cc1cccc(-c2oc3ccc(-c4ccc5c(c4)OCO5)cc3c2C#Cc2cncn2C)c1	-15%	nt	-13%	-14%	1.0	nt	nt	5%	9%
O=C(CC1C(=O)N(c2ccc(F)cc2)C(=O)N1Cc1cccnc1)Nc1ccc(F)cc1 (stereo not given)	6%	-1%	5%	-23%	0.5	3%	4%	?	nt
O=C(CCC1CC(=O)Nc2ccccc21)NCc1ccc(F)cc1 (stereo not given)	1%	0%	10%[58.9 µM]	-11%	0.0	-20%	-16%	19%	1%
O=C(NCc1ccco1)C12CC3CC(C1)CC(C(=O)NCc1ccco1)(C3)C2	-3%	0%	17%	-19%	0.4	-1%	-16%	-6%	0%
O=C(CCCCC(=O)NN=Cc1ccc(Cl)cc1)NN=Cc1ccc(Cl)cc1	-6%	nt	18%	-5%	nt	nt	nt	-21%	nt
COc1ccc(Cn2c(CNS(=O)(=O)c3ccc4c(c3)CCCC4)nc3cccnc32)cc1	4%	-3%	18%	-3%[60.1 µM]	-0.2	2%	?	-15%	nt
CCOc1ccccc1C(=O)Oc1c(S(=O)(=O)c2ccc(C)cc2)c(C)nn1-c1ccccc1	-1%	-13%	2%	-5%	-0.1	9%	0%	?	nt
CCOC(=O)CNC(=O)CN1CCCN(S(=O)(=O)c2ccc(Br)s2)CC1	-2%	0%	5%	-14%	nt	69%	-12%	?	5%
Cc1nnc(SCc2nnc(-c3cccs3)o2)n1C1CCCCC1	0%	1%	16%	-10%	0.0	0%	-8%	9%	-1%

Remaining list, next part.
SMILES	ERG Ets-DNA blk	BLM inh	Pol iota inh	Pol kappa inh	TRHR ag	Pol beta inh	Anesthetic bind	12-LOX inh	APE1 inh
CCC(C)(C)n1nnnc1C(c1cc2cc3c(cc2[nH]c1=O)OCO3)N1CCN(C)CC1 (stereo not given)	-5%	2%	-2%[58.9 µM]	-1%	0.2	3%	-18%	25%	-2%
O=C(NCc1ccccn1)c1cc(-c2ccccc2Cl)on1	4%	0%	20%	-7%	-0.3	20%	-22%	?	0%
CC(C)(CC(=O)O)CC(=O)N1CCN(c2nc3cc(Cl)ccc3s2)CC1	1%	-2%	201%[activator]	-2%	0.5	0%	-12%	nt	-8%
Oc1ccc(NCc2ccccc2OCc2ccccc2Cl)cc1	?	-25%	?	-26%	-0.3	24%	?	6%	nt
O=C(Cc1ccc(NC(=O)C2CCN(C(=O)c3ccccc3)CC2)cc1)Nc1cccc(C(=O)N2CCCCC2)c1	1%	nt	0%	-3%	nt	nt	nt	-2%	nt
CCCCNC(=O)Cc1c(OC)ccc2cc(Br)ccc12	-1%	3%	-2%	-10%	-0.9	25%	-5%	-18%	25%
Cc1sc2nc(CSC(C)C(=O)Nc3ccccn3)[nH]c(=O)c2c1C (stereo not given)	4%	nt	-15%	-16%	0.7	nt	nt	?	24%
O=C(/C=C/c1cccc2ccccc12)N1CCOCC1	0%	-5%	9%	-12%	-0.2	-9%	-2%	4%	-3%
O=c1ncccn1[C@@H]1O[C@H](CO)C(O)[C@@H]1O (stereo not given in full)	nt	3%	nt	-8%[60.1 µM]	nt	nt	5%	202%[activator]	-1%
CCN1CCCC1CNC(=O)C(=O)Nc1ccccc1 (stereo not given)	11%	-3%	22%	8%	0.2	1%	-6%	14%	-2%
O=S(=O)(c1ccc2nc(COc3ccccc3)[nH]c2c1)N1CCOCC1	nt	0%	?	-6%	-0.6	16%	-17%	-26%	-2%
COc1cccc(-c2nnc(-c3ccc(C(F)(F)F)cc3)o2)c1OC	-9%	1%	11%	-13%	0.0	26%	0%	0%	1%
CCc1nnc(NC(=O)CSc2nc3ccccc3o2)s1	4%	-2%	3%	-5%	-0.6	?	-11%	3%	3%
Cc1ccccc1CN1CCN(CC(=O)NCc2ccc3c(c2)OCO3)C1=O	3%	1%	21%	-7%	-0.2	27%	-10%	14%	-5%
Cn1ncc(Cl)c1C(=O)NC1CCCC1	7%	1%	23%	2%	0.4	-1%	-6%	9%	17%
CN1C(=O)N(C)C(c2cccc([N+](=O)[O-])c2)C2=C1CCCC2=O (stereo not given)	2%	-1%	22%	-8%	0.8	40%	-7%	-6%	0%
Cc1ccc(CSc2nncn3c2cc2sccc23)cc1	0%	-1%	31%[activator]	-10%	0.3	1%	-5%	-9%	nt
COc1ccc(OC)c(CCNc2ncnc3onc(C)c23)c1	-4%	0%	-2%	4%	-0.5	-10%	?	-7%	nt
CSCC[C@H](NC(=O)[C@@H]1Cc2c([nH]c3ccccc23)C2c3ccccc3C(=O)N21)C(=O)NCC1CCCO1 (stereo not given in full)	6%	-5%	-15%	-2%	0.2	-1%	-16%	?	17%
CCCCC[n+]1cccc2c3ccccc3ccc21	-7%	1%	32%[activator]	3%[60.1 µM]	-0.5	1%	92%[activator]	45µM*	?
COc1ccccc1NC(=O)C/C(C)=N/NC(=O)C12CC3CC(CC(C3)C1)C2	5%	-3%	129%[activator]	-7%	-0.6	5%	?	-4%	-5%
O=C(NCc1ccccc1Cl)c1nnc(CS(=O)(=O)c2ccccc2)o1	21%	0%	-12%	-4%	0.2	19%	?	1%	6%
Cc1ccc(NC(=O)Nc2nnc(N(C)Cc3ccccc3)s2)c(C)c1	5%	-9%	19%	-5%	-0.1	1%	40%[activator]	-7%	nt
Cc1ccccc1-c1noc(-c2ccc(N3CCCCC3)c([N+](=O)[O-])c2)n1	?	-1%	-22%	-32%	-1.1	-29%	-13%	-18%	nt
c1cc(-c2nnc3n2CCC3)[nH]n1	nt	-1%	9%	-10%	0.7	9%	-1%	1%	6%
O=[N+]([O-])c1ccc(N/N=C\c2cccnc2)nc1	-2%	0%	33%[activator]	-6%	1.6	18%	-2%	0%	26%

Three entries from above, with bars between the fields:
mol | ERG Ets-DNA blk | BLM inh | Pol iota inh | Pol kappa inh | TRHR ag | Pol beta inh | Anesthetic bind | 12-LOX inh | APE1 inh
O=C(NCc1ccccc1Cl)c1nnc(CS(=O)(=O)c2ccccc2)o1 | 21% | 0% | -12% | -4% | 0.2 | 19% | ? | 1% | 6%
Cc1ccc(NC(=O)Nc2nnc(N(C)Cc3ccccc3)s2)c(C)c1 | 5% | -9% | 19% | -5% | -0.1 | 1% | 40%[activator] | -7% | nt
Cc1ccccc1-c1noc(-c2ccc(N3CCCCC3)c([N+](=O)[O-])c2)n1 | ? | -1% | -22% | -32% | -1.1 | -29% | -13% | -18% | nt

Records listed above shown as hits in 12-LOX inh:
SMILES	ERG Ets-DNA blk	BLM inh	Pol iota inh	Pol kappa inh	TRHR ag	Pol beta inh	Anesthetic bind	12-LOX inh	APE1 inh
CCCCC[n+]1cccc2c3ccccc3ccc21	-7%	1%	32%[activator]	3%[60.1 µM]	-0.5	1%	92%[activator]	45µM*	?

Bioassay records (PubChem)
